Htt clearance = mutant huntingtin protein clearance. HeLa Exon1htt(103Q)mCFP, aggregate imaging; zero = plate's median compound well. inhibition, % at 1.5 µM. hit rate 0.42% among 47,000. AID 853;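 active = inhibition of aggregate fluorescence above about 70%, also judged a hit by eye on the cell image, limit read from the data, passing the limit was not always enough; inconclusive = no rule stated for this call; inactive = not judged a hit on image review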;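 also: cells exposed to compound for three days before fixation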
Htt clearance grain fraction = second read-out of Htt clearance, no call of its own (marks repeat the call); fraction fluorescence in grains; measured here: aggregate grain fluorescence fraction; active compounds read low;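 scaled fraction of total cell fluorescence in grains with unit not stated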
Active calls of the source: *; i = inactive; u = inconclusive; x = not tested or not shown.

Htt clearance,Htt clearance grain fraction,mol
-12,22,CC(=O)Nc1ccc(NC(=O)CN(c2ccc(F)cc2)S(=O)(=O)c2ccc3c(c2)OCCO3)cc1
0,34,O=C(N1CCOCC1)N(Cc1cccs1)C1CCCC1
11,31,CC1(C)NC(=O)N(CC(O)Cn2nnc3ccccc32)C1=O (configuration not stated)
12,31,O=C(O)CCC(=O)N1CCc2cc(S(=O)(=O)Nc3ccc4c(c3)OCCO4)ccc21
-45,28,CCC(C)Nc1nc2c(c(=O)[nH]c(=O)n2C)n1CCC(C)C (configuration not stated)
23,15,CCOc1ccc(-c2nnc(-c3ccccc3)o2)cc1
40,11,CN1C2C=C3C(C#N)=C(N)C(C#N)(C#N)[C@@H](c4cccs4)C3C1CC2 (some centres not stated)
7,17,CCOC(=O)c1c(NC(=O)c2ccnn2C)sc(C)c1C
-3,20,CCCC(=O)N1CCN(c2ccc(NC(=O)c3cc4ccccc4o3)cc2)CC1
52,17,CCCCn1c(N)c(N(CCC(C)C)C(=O)CSc2nnc3ccccn23)c(=O)[nH]c1=O
-14,44,Cc1ccc(Oc2nccc(-c3ccc(Cl)cc3)n2)cc1
11,39,Cc1nnc(NC(=O)CCCN2C(=O)c3ccccc3C2=O)s1
47,21,CC(=O)c1cc2c(cc1NC(=O)CCCC(=O)O)OCO2
43,20,O=[N+]([O-])c1ccc(N2CCCCCC2)c([N+](=O)[O-])c1
-31,44,CN(C)CCOC(=O)CCc1ccccc1
10,18,c1ccc2c(c1)C(=Nn1cnnc1)c1ccccc1-2
22,27,Cn1cnnc1SCc1ccc(-c2ccc(Br)cc2)o1
7,20,Cc1cc(C)nc(N2C(=O)CC(C(C)c3ccccc3)C2=O)n1 (configuration not stated)
3,39,Clc1ccc(Sc2ccc(/C=N/n3cnnc3)o2)cc1
-6,21,COc1cc(SC)ccc1C(=O)NCC1CCCO1 (configuration not stated)
10,30,Cc1ccc(S(N)(=O)=O)cc1NC(=O)C1CC2CCC1C2 (configuration not stated)
-41,55,CCCn1nc(-c2ccccc2)c2nc3ccccc3nc21
13,15,CCOC(=O)/C(C(N)=NC)=C(\O)c1ccccc1
12,34,CCCOc1ccc(C2c3c(oc4ccccc4c3=O)C(=O)N2CCCN2CCOCC2)cc1 (configuration not stated)
6,32,CC(=O)N1CCc2cc(S(=O)(=O)NCCC(=O)N3CCc4ccccc4C3)ccc21

Next section:
Htt clearance,Htt clearance grain fraction,mol
-94,39,COc1ccccc1OCc1ccc(C(=O)n2nc(C)c(Cl)c2C)o1
-26,26,CCc1nc2oc3cc(OC)ccc3c(=O)c2c(=O)n1Cc1ccco1
23,36,O=c1cc(CO)oc(C(Nc2ccccn2)c2cccc(F)c2)c1O (configuration not stated)
-11,42,COCC(C)NC(=O)NC1(C(F)(F)F)Oc2ccc(Cl)cc2O1 (configuration not stated)
3,18,O=c1c2c3c(sc2n2cnnc2n1CCc1ccccc1)CCCC3
-7,43,CC1(C)CC(NC(=O)c2ccc3c(c2)OCO3)CC(C)(C)N1
30,24,CCOc1ccc(-c2[nH]nc3c2C(c2ccc(O)cc2)C(C#N)=C(N)O3)cc1 (configuration not stated)
12,17,Cc1ccccc1C(=O)NC1CCN(Cc2nnnn2CCc2ccccc2)CC1
9,37,O=C(CS(=O)(=O)c1c[nH]c2ccccc12)N1CCCCC1
-24,45,Cc1ccc(-n2c(C)cc(C)c(C#N)c2=O)cc1
-26,24,CCCOc1ccc(/C(O)=C2/C(=O)C(=O)N(CCN(C)C)C2c2ccco2)cc1 (configuration not stated)
-45,26,O=C(O)c1cccnc1SC1CC(=O)N(Cc2ccccc2)C1=O (configuration not stated)
-8,23,CC(C)CCN1C(=O)c2ccccc2C1C(=O)NCc1cccnc1 (configuration not stated)
-14,22,Cn1c(-c2ccc(F)cc2)cnc1SCC(=O)Nc1ccccc1N1CCOCC1
2,49,CCCCSc1nc(N)c(NC(=O)c2ccco2)c(=O)[nH]1
-6,20,Cc1ccc(SCc2nnc(N)s2)cc1
-44,55,O=C(Nc1nccs1)NC1CCCCC1
6,30,Clc1ccc(OCc2nc(-c3ccccn3)no2)c(Br)c1
-8,41,O=C(CSc1nnc(Cc2ccccc2)o1)Nc1ccc2c(c1)OCO2
-37,28,O=C(Nc1ccccc1)c1ccccc1O
27,25,CCN1CCN(c2cc(C)c3cc(NC(=O)c4ccc(OC)c(OC)c4)ccc3n2)CC1
35,11,COCCCNC(=O)CSc1nc2ccc(N3CCOCC3)cc2c(=O)n1CCc1ccccc1
-19,23,CC(O)C1C(=O)OC2(C)CC(C)(C)NC(=S)N12 (configuration not stated)
11,33,CCOc1cc(CN2CCN(c3ccc(C(C)=O)cc3)CC2)ccc1OC
-48,48,Cc1cc(C)c(S(=O)(=O)NCC(=O)O)cc1C

(list continues)
Htt clearance,Htt clearance grain fraction,mol
4,19,CCNc1nc(NCC)nc(N(C)n2cnnc2)n1
-23,23,O=c1c(C=NCCCn2ccnc2)c(-c2ccccc2)[nH]n1-c1nc2ccccc2s1
16,34,CCCC[n+]1ccn(C2=C([O-])c3ccccc3C(=O)/C2=N\S(=O)(=O)c2ccccc2)c1
34,12,CCOC(=O)CC1C(=O)NCCN1C(=O)COc1ccc(Br)cc1C (configuration not stated)
-18,22,O=C(NC1CCCC1)c1cc(-c2cccs2)on1
67,11,CC(C)Cc1nc(N2CCOCC2)c(C#N)c2c1CCC2
-28,47,CCCn1c(=N)n(CC(=O)C(C)(C)C)c2ccccc21
-7,18,NC(=O)C1CCCN(C(=O)NC2CCCCC2)C1 (configuration not stated)
1,35,CCN=C1Cn2c(nc3scc(-c4ccccc4)c3c2=O)CN1CC
u,x,COc1ccc(NC(=O)Nc2nccs2)cc1
-4,19,CC(=O)NC(Cc1c[nH]c2ccccc12)C(=O)Nc1ccc2c(c1)OCO2 (configuration not stated)
30,24,CC(=O)NC1(C2CCCCC2=O)CCCCC1 (configuration not stated)
24,16,COc1ccccc1NC(=O)c1nn(-c2cccc(C(F)(F)F)c2)ccc1=O
23,36,COc1ccc(-c2nnc(NC(=O)c3ccc(F)cc3)o2)cc1
3,18,CCn1c(=O)[nH]c2cc(C(=O)N3CCN(c4ccccc4)CC3)ccc2c1=O
2,20,COc1cccc(NC(=O)COc2ccc(S(=O)(=O)NC(C)C)cc2)c1
57,8.6,COc1cccc2cc(C(=O)Nc3cccnc3N3CCOCC3)c(=O)oc12
32,16,CCCC1=C(C(=O)OCC)C(/C=C/c2ccccc2)n2ncnc2N1 (configuration not stated)
37,12,CC(=O)Nc1ccc(S(=O)(=O)N2CCSC2c2ccc(Cl)cc2)cc1 (configuration not stated)
9,28,Cc1ccc(CN(c2ccc(C(=O)NCc3ccccn3)cc2)S(C)(=O)=O)cc1
1,40,O=C(c1ccccc1)c1cc(F)c(N2CCOCC2)cc1Cl
24,24,O=c1cc(CSc2nnc(-c3cccs3)n2Cc2ccccc2)nc2sc3ccccc3n12
-14,45,COC(=O)[C@H](C)NC(=O)Nc1cccc(C)c1
48,10,O=C(O)c1ccc(N2C(=O)CC(Cc3ccccc3)C2=O)cc1 (configuration not stated)
-22,25,Cc1ncsc1CCSc1nc2ccccc2c(=O)n1C

(more compounds)
Htt clearance,Htt clearance grain fraction,mol
-27,21,COc1ccc(S(=O)(=O)N2CCN(c3nc4ccccc4nc3-n3nc(C)cc3C)CC2)cc1
17,16,O=C(Cn1nc(-c2ccc3c(c2)OCCO3)ccc1=O)Nc1ccc(N2CCOCC2)cc1
-14,24,Cc1ccc(NC(=O)CCn2cnc3cc(C)c(C)cc32)cc1
36,24,Cc1nc(N2CCN(C(=O)COc3ccccc3)CC2)c2c(C)c(C)sc2n1
4,50,O=C1CCc2cc(S(=O)(=O)NC(Cc3ccccc3)C(=O)NCCC3=CCCCC3)ccc2N1 (configuration not stated)
-1,20,COc1ccc(S(=O)(=O)N2CCC(C(=O)NCC3CCCO3)CC2)cc1 (configuration not stated)
17,28,CCOc1cc(C#N)c(NC(=O)CSc2nnnn2-c2ccc(OC)cc2)cc1OCC
24,14,CCOc1ccccc1N(CC(=O)O)S(=O)(=O)c1ccccc1
-47,29,COc1ccc(N2CCN(c3nc(NC(C)(C)C)nc(N4CCCCC4)n3)CC2)cc1
21,15,CCCCC(=O)OCC(=O)c1ccc(OCC)cc1
63,7.2,CS(=O)(=O)Nc1ccc(C(=O)NCC2CCCO2)cc1 (configuration not stated)
1,16,CC1(C)Cc2nc3sc4c(=O)[nH]cnc4c3cc2CS1
20,16,COc1ccccc1NC(=O)c1oc2ccc(C)cc2c1C
-15,23,COc1ccc(NC(=O)C(C)Sc2ccccc2)cc1 (configuration not stated)
19,14,CCOC(=O)Cc1c(C)nc2c(-c3ccccc3)c(C)nn2c1C
23,18,O=C1C2C(C(=O)N1CC1CCCO1)C1C=CC2C12CC2 (configuration not stated)
30,14,CCCCCC(=O)N(CN1C(=O)CCC1=O)c1ccccc1
-76,30,Cc1ccc(Cn2ncc3c(N4CCN(c5ccccc5C)CC4)ncnc32)cc1
24,40,COc1ccc(N(CC(=O)N2CCCC(C)C2)S(=O)(=O)c2c(C)nn(C)c2C)cc1 (configuration not stated)
13,17,CC(=O)c1cc2c(cc1NC(=O)c1cc3nc(C(C)C)cc(C(F)(F)F)n3n1)OCO2
-14,21,O=C(O)c1ccc(-n2nnnc2Oc2ccccc2C(=O)N2CCOCC2)cc1
-34,27,CCCOc1ccccc1C1NC(=O)NC(C)=C1C(=O)OCCOCC (configuration not stated)
-39,53,O=C(CCN1CCN(c2ccccc2F)CC1)Nc1ccccc1F
-32,23,COCCOC(=O)/C=C1/NC(=O)CS1
-24,23,Cc1ccc(OCc2ccoc2C(=O)O)cc1C

Continuation:
Htt clearance,Htt clearance grain fraction,mol
-50,29,COC(=O)CCCCC(=O)C1C(=O)CC(C)(C)C(C(=O)OC)C1=O (configuration not stated)
i,186,COc1ccccc1-c1cc(C(=O)Nc2cccnc2)no1
-42,28,CCOc1ccc(NC(=O)CCNS(=O)(=O)c2cccs2)cc1
-28,51,Cc1ccc(-c2ccc(/C=N/N3C(=O)C4C5C=CC(C6CC56)C4C3=O)o2)c([N+](=O)[O-])c1 (configuration not stated)
-61,38,CCN(CC)CCNC1=NCCn2c1cc1cc(OC)ccc12
68,10,Cc1ccn(C(CC(=O)c2ccc(Br)cc2)C(=O)O)n1 (configuration not stated)
-13,24,Brc1ccccc1OCCOCCOc1cccc2cccnc12
12,46,O=C(Cn1c(=O)oc2ccccc21)N1CCN(c2ccc(N3CCOCC3)nn2)CC1
-56,31,C=C(C)COc1ccc2c(C)c(C)c(=O)oc2c1OCC(=C)C
0,21,Nc1nc(CSc2nc3ccccc3s2)nc(N2CCCCC2)n1
-14,55,Cc1cc(NC(=O)CSc2cn(C)c3ccccc23)no1
48,21,COc1ccc(-c2cc3nc(C4CCN(C(=O)OC(C)(C)C)CC4)c(C(=O)O)cn3n2)cc1
37,12,N#CCSc1nnc2ccc3ccccc3n12
8,18,c1ccc(-c2n[nH]c(-c3ccccn3)n2)cc1
-5,32,CCCCCOc1ccc(C(=O)NCC2(c3ccccc3)CCOCC2)cc1
-26,50,CC(C)n1c(N2CCN(C(=O)Nc3ccc(F)cc3F)CC2)nc2ccccc21
-64,51,N=c1c2c(n(Cc3ccc(Cl)cc3)c3c1CCC3)CCC2
-22,37,COC(=O)c1ccc(N(CC(=O)NC2CCCC2)C(=O)CNC(=O)c2ccco2)cc1
-13,43,Cc1nc(NCCN2CCOCC2)c2oc3ccccc3c2n1
-29,50,Nc1nnc(CSCc2ccccc2)s1
-16,36,Cc1cc(C(=O)Nc2ccccc2C#N)n(-c2ccccc2)n1
-48,50,O=S(=O)(O)c1nnc2sc3ccccc3n12
-6,21,Cc1ccc(NC2=CC(=O)C(=O)c3ccccc32)cc1
-32,27,C=CCOc1ccc(/C=C/C(C)=N\O)cc1
14,29,CCN1CCCC1CNC(=O)c1cn(CC)c2ccc(S(=O)(=O)N3CCCCCC3)cc2c1=O (configuration not stated)

Structures above that have an aryl thioether with sulfur outside any ring, in the order listed:
Htt clearance,Htt clearance grain fraction,mol
52,17,CCCCn1c(N)c(N(CCC(C)C)C(=O)CSc2nnc3ccccn23)c(=O)[nH]c1=O
22,27,Cn1cnnc1SCc1ccc(-c2ccc(Br)cc2)o1
3,39,Clc1ccc(Sc2ccc(/C=N/n3cnnc3)o2)cc1
-6,21,COc1cc(SC)ccc1C(=O)NCC1CCCO1 (configuration not stated)
-45,26,O=C(O)c1cccnc1SC1CC(=O)N(Cc2ccccc2)C1=O (configuration not stated)
-14,22,Cn1c(-c2ccc(F)cc2)cnc1SCC(=O)Nc1ccccc1N1CCOCC1
2,49,CCCCSc1nc(N)c(NC(=O)c2ccco2)c(=O)[nH]1
-6,20,Cc1ccc(SCc2nnc(N)s2)cc1
-8,41,O=C(CSc1nnc(Cc2ccccc2)o1)Nc1ccc2c(c1)OCO2
35,11,COCCCNC(=O)CSc1nc2ccc(N3CCOCC3)cc2c(=O)n1CCc1ccccc1
24,24,O=c1cc(CSc2nnc(-c3cccs3)n2Cc2ccccc2)nc2sc3ccccc3n12
-22,25,Cc1ncsc1CCSc1nc2ccccc2c(=O)n1C
17,28,CCOc1cc(C#N)c(NC(=O)CSc2nnnn2-c2ccc(OC)cc2)cc1OCC
-15,23,COc1ccc(NC(=O)C(C)Sc2ccccc2)cc1 (configuration not stated)
0,21,Nc1nc(CSc2nc3ccccc3s2)nc(N2CCCCC2)n1
-14,55,Cc1cc(NC(=O)CSc2cn(C)c3ccccc23)no1
37,12,N#CCSc1nnc2ccc3ccccc3n12

Record cards, from the list above. Screens in order: Htt clearance, Htt clearance grain fraction
CN(C)CCOC(=O)CCc1ccccc1 as listed: -31, 44
CC(C)CCN1C(=O)c2ccccc2C1C(=O)NCc1cccnc1 (configuration not stated) as listed: -8, 23

Additional records:
Htt clearance,Htt clearance grain fraction,mol
28,22,CN1/C(=C\P(=O)(N(C)C)N(C)C)C(C)(C)c2ccccc21
1,46,CCC(=O)Nc1nc2c(s1)COc1ccccc1-2
17,15,O=C(O)c1ccccc1SCc1ccc2c(c1)OCO2
-6,22,O=C(NCc1ccccc1)c1cnc(-c2ccccn2)nc1C(F)(F)F
38,19,COCc1cc(Sc2ccc(Cl)cc2)nc(-c2ccccc2)n1

Assay outcomes as filed in PubChem BioAssay.

These rows are one share of the data, so the mix of outcomes need not match the whole.
